USP2a inh = qHTS Assay for Inhibitors of Ubiquitin-specific Protease USP2a Using CHOP2 as the Reporter; Ubiquitin carboxyl-terminal hydrolase 2 (Homo sapiens), O75604; 330,000 tested, 0.01% active; Potency, µM (series often up to 38.3 µM), for the others: top-dose activity change, negative = inhibition, usual class: inhibitors; USP2 core, Ub-CHOP2 coupled fluorogenic reporter, 485/531;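 also: potency is read from the fitted curve at half-maximal effect; plate controls were DMSO wells for no effect and full inhibition by NEM control for full effect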
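Cell-free coupled assay: 10nM USP2 core preincubated 30min RT with compound in Tris-HCl pH 8.0/CaCl2/CHAPS buffer, then 25nM Ub-CHOP2 and 25nM reporter substrate; fluorescence (Ex 485/Em 531) read after 60min RT, normalized to NEM inhibition, concentration-response curves fitted.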
Eya2 inh = qHTS Assay for Inhibitors of the Phosphatase Activity of Eya2; AID 488837, 2010; Protein phosphatase EYA2 (Homo sapiens), O00167; Potency, µM (highest dose often 76.9 µM), inactives show at the highest dose activity, negative = inhibition, hits mostly inhibitors; 330,000 tested, 0.006% active; recombinant Eya2, OMFP fluorescence dephosphorylation (OMFP is methylfluorescein phosphate); also: potency is read from the fitted curve at half-maximal effect
Target sequence (O00167 whole entry, looked up): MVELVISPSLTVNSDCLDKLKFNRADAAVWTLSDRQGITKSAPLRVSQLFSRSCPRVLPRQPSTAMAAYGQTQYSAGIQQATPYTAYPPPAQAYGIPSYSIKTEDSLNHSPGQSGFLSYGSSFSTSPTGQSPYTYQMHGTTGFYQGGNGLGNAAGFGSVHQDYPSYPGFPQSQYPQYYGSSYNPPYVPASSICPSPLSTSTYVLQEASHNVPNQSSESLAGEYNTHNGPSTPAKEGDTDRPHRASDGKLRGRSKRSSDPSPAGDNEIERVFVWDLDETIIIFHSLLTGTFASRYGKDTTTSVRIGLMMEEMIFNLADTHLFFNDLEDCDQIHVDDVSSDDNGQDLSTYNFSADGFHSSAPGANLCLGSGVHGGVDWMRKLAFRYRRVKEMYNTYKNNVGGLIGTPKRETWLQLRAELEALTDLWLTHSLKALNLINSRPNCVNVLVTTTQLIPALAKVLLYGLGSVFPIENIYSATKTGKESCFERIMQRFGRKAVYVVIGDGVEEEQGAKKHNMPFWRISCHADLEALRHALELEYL
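Eya2 (0.2 uM) preincubated 10 min at ambient with compound, then OMFP substrate added at 50 uM; 10 min reaction in 50 mM HEPES pH 7.5, 50 mM NaCl, 5 uM MgCl2, 0.05% BSA, 1 mM DTT. Fluorescence read at Ex 485/Em 525 nm.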
BCR signal inh = qHTS Assay to Find Inhibitors of Chronic Active B-Cell Receptor Signaling. 340,000 tested, 0.05% active. AID 493014, 2011. Potency, µM (doses to about 46.1 µM), inactives show at the highest dose ratio change, negative = lower green/red ratio, most hits filed as inhibitors. ABC-DLBCL IkBa-CBG/CBR reporter, luminescence ratio, 4 h; active = well fitted inhibition curve with a large enough effect in the signal ratio, with a control signal flat, not every such curve was filed as active; inconclusive = small, poorly fitted or top-dose-only effect, or effect the other way, or a change in a side signal; the % refers to the signal ratio;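 also: potency is read from the fitted curve at half-maximal effect; plate controls were basal doxycycline-induced cells for no effect and cells given 10 µM MG132 for full effect; MG132 reads +100%, hits lower the ratio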
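Cell line TMD8 (human ABC DLBCL), stably expressing tet-inducible CBG68-IkBa fusion and CBR; IMDM/0.5% FBS; cpd up to 46 uM; dox induction, 4 h, 37C/5% CO2; dual luminescence; green/red ratio; MG132 control.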
Giardia kill = Small Molecules that selectively kill Giardia lamblia: qHTS; 340,000 tested, 0.15% active; activity change, % at 7.66 µM, hits read low; Giardia lamblia trophozoite viability; in the data active = activity change below about -80%; inconclusive = between about -30% and that limit;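 also: parasites exposed to compound for two days anaerobically before the ATP read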
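Killing of trophozoites was scored by loss of ATP luminescence after a 48 hrs anaerobic exposure to compounds at 37 deg C, using 100 cells per well.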
PKM2 act = qHTS Assay for Activators of Human Muscle isoform 2 Pyruvate Kinase. Pyruvate kinase PKM (Homo sapiens), P14618. purified PKM2, Kinase-Glo ATP luminescence, activation; response scale: 0% is enzyme alone, no compound. Potency, µM (highest dose often 57.5 µM), inactives show at the top dose activation, hits mostly activators. 260,000 tested, 0.34% active. AID 1631, 2009; also: potency is read from the fitted curve at half-maximal effect; nearly all actives have a fitted effect of over 55% in size
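Kinase-Glo luminescence reports ATP generated from ADP (0.1 mM) and PEP (0.5 mM) by purified hPK-M2 after 1 h at room temperature, pH 7.2 imidazole buffer; intermediate enzyme activity allows detecting inhibitors and activators.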
KCNH2 WT inh = qHTS for Inhibitors of KCHN2 3.1: Wildtype qHTS. U2OS, BacMam KCNH2, thallium flux FluxOr; active compounds read low. activity change, % at 1.84 µM. 340,000 tested, 0.37% active. Voltage-gated inwardly rectifying potassium channel KCNH2 (Homo sapiens), Q12809;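 active = maximum activity change below -70%; inconclusive = maximum activity change between -70% and -50%; inactive = maximum activity change above -50%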
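U2OS cells transduced with wild-type KCNH2 virus are loaded with FluxOr dye for 45 min, and thallium flux is measured in kinetic reads before and after stimulation buffer. Rate constants are normalized to DMSO controls.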
Coupling enz = qHTS Assay for Inhibitors of Fructose-1,6-bisphosphate Aldolase from Giardia Lamblia: Coupling assay counterscreen | coupling enzyme system counterscreen, AmpLite Red fluorescence | activity change, negative = inhibition, % at 58.2 µM, hits read low | 290,000 tested, 0.67% active | AID 2472, 2010; in the data active = activity change below about -30%
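Final compound at 57.5 uM, incubated 10 min at RT with coupling enzyme reagent (glyceraldehyde-3-phosphate), then 20 min with substrate and AmpLite Red detection. Fluorescence read at 525/598 nm; tests interference with the coupling assay, not aldolase inhibition.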
KCNH2 3.1 inh = qHTS for Inhibitors of KCHN2 3.1: Mutant qHTS | U2OS KCNH2 3.1, thallium flux FluxOr; active compounds read low | activity change, % (tested at about 1.8 µM) | AID 720553, 2013 | 340,000 tested, 0.95% active;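 active = maximum activity change below -70%; inconclusive = maximum activity change from -70% to -50%; inactive = maximum activity change above -50%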;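 also: thallium influx rate constant from kinetic fluorescence after stimulation buffer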
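FluxOr-based Tl+ influx in U2OS cells transduced with KCNH2 3.1 virus; rate constants normalized to DMSO controls.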
GALK inh = qHTS Assay for Inhibitors of Human Galactokinase (GALK) | 270,000 tested, 0.007% active | Purified GALK, Kinase-Glo residual ATP luminescence | Potency, µM (series often up to 57.5 µM), without a hit: top-dose activity change, negative = inhibition, usual class: inhibitors | P51570; also: potency is read from the fitted curve at half-maximal effect
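The enzyme phosphorylates galactose (100 uM) using ATP (35 uM); inhibition is detected as higher residual ATP, quantified by bioluminescence after 1 h reaction at room temperature, pH 8.0.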
B2AR arrestin = qHTS assay of beta-arrestin-biased ligands of beta2-adrenergic receptor | Beta-2 adrenergic receptor (Homo sapiens), P07550 | beta-arrestin recruitment to beta2AR, cell-based reporter | Potency, µM (titrated, usually from 46.1 µM), for the others: top-dose activation, most hits filed as activators | 330,000 tested, 0.02% active;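 also: potency is read from the fitted curve at half-maximal effect; 0% = DMSO controls and full agonism = EC100 isoproterenol or metaproterenol; nearly all actives have a fitted effect of over 65% in size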
Target sequence (P07550 whole entry, looked up): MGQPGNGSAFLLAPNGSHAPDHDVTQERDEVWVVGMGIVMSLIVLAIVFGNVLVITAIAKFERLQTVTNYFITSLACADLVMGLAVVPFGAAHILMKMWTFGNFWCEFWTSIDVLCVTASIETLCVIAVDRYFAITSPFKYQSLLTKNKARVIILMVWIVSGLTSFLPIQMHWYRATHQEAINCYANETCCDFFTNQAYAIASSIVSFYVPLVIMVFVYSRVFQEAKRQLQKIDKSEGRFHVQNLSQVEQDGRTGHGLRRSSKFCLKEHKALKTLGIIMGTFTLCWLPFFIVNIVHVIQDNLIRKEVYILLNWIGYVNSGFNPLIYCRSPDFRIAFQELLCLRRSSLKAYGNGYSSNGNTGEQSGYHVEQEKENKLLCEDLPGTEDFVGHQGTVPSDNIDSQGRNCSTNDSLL
uPA generation = qHTS for Inhibitors of Cell Surface uPA Generation; cell surface uPA generation assay, qHTS; 330,000 tested, 0.31% active; Potency, µM (series often up to 38.3 µM), without a hit: top-dose activity change, negative = inhibition, hits mostly inhibitors; active = well fitted inhibition curve with a large enough effect; inconclusive = small, poorly fitted or top-dose-only effect; inactive = no such curve, though single readings can be large or run the other way; tested in mouse RAW 264.7 cells; also: potency is read from the fitted curve at half-maximal effect; nearly all actives have a fitted effect of over 55% in size
The depositor's hits bear a star; u = inconclusive; x = no result given; [ ] = another dose, or the depositor's remark. Unless noted, calls follow the shape of the dose curve; as a rule, active = well fitted curve in the direction sought with a large enough effect; inconclusive = small, poorly fitted or top-dose-only effect, or another doubt; inactive = no such curve, though single readings can be large; an effect the other way counts as inactive or inconclusive. Unless noted, % is scaled to controls: 0 for no effect and ±100 for the full control effect.

SMILES	USP2a inh	Eya2 inh	BCR signal inh	Giardia kill	PKM2 act	KCNH2 WT inh	Coupling enz	KCNH2 3.1 inh	GALK inh	B2AR arrestin	uPA generation
CC(=O)Nc1ccc(NC(=O)COC(=O)Cc2cccs2)cc1	2.1%	-28.8%	4.3%	12.8	-0.5%	4.5	0.3	-2.4	2.5%	0.2%	3.5%
COC(=O)CC[C@@H](C(=O)O)N1C(=O)c2ccccc2C1=O	6.3%	-5.7%	-8.8%	7.2	-0.1%	20.0	0.2	7.8	0.2%	0.1%	6.3%
Cc1ccnc(NS(=O)(=O)c2ccc(NS(=O)(=O)c3ccc(Br)cc3)cc2)n1	4.0%	-7.0%	7.5%	-2.5	3.7%	11.9	10.2	24.6	9.8%	0.0%	-19.2%
CC(C)C[C@H](NC(=O)[C@H](Cc1ccccc1)n1c(=O)[nH]c2ccccc2c1=O)C(=O)N1CCC(C(=O)O)CC1	1.7%	-16.9%	6.3%	8.4	5.0%	2.1	-1.9	-8.8	x	0.0%	8.1%
Cc1ccccc1C1c2[nH]c3ccccc3c2CCN1CCCn1cccn1 (configuration not stated)	-8.1%	8.0%	21.8%	6.6	8.1%	1.2	-5.4	4.4	1.0%	-0.1%	1.2%
CCN(CC)CCCN=Cc1c(O)n(Cc2ccccc2)c(=O)c2ccccc12	-1.1%	-18.0%	u	11.1	-1.1%	17.8	-2.2	-31.3	0.4%	0.8%	2.7%
Cc1noc(C(=O)Nc2c(C)n(C)n(-c3ccccc3)c2=O)c1Cl	0.3%	-16.4%	-5.8%	3.5	0.5%	-16.4	-1.5	17.1	-0.4%	-0.2%	9.8%
O=C(CSc1nc2ccccc2c(=O)n1-c1ccccc1)NCc1ccc2c(c1)OCO2	-1.0%	-7.7%	9.5%	17.5	4.4%	-26.0	-3.5	14.9	2.4%	-0.3%	-1.2%
CC(C)CNC(=O)Cn1c(=O)c2c(ncn2CC(C)C)n(Cc2ccccc2)c1=O	-1.9%	16.1%	3.2%	-4.7	4.5%	-3.6	-1.9	0.8	-2.7%	0.1%	-10.2%
N#Cc1c(-c2ccc(Cl)cc2)nc2n(c1=O)CCCS2	-0.8%	-7.0%	-0.2%	6.9	4.0%	-2.5	8.5	-15.0	3.1%	-0.2%	-30.0%
O=C(NC1CCCCC1)C(c1ccc2ncccc2c1)N(Cc1ccccc1)C(=O)c1ccc2c(c1)OCCO2 (configuration not stated)	-0.6%	0.6%	-0.6%	10.4	3.5%	11.7	1.5	-22.7	-0.2%	-0.2%	5.5%
COc1cc(OC)c(OC)cc1CN1CCN(S(=O)(=O)c2ccc(F)cc2)CC1	-0.5%	6.7%	u	-5.7	-3.3%	0.1	4.1	3.7	-3.0%	-1.8%	1.2%
COc1ccc(OC)c(NC2=NC3(CCCCC3)N=C(N)N2)c1	2.2%	-12.8%	-0.6%	10.9	-1.7%	7.8	3.0	2.3	-4.8%	0.1%	-3.2%
C/C(=N\Nc1nc(C)cc(C)n1)c1ccc(N2CCOCC2)cc1	-2.7%	9.8%	-0.1%	-7.8	0.7%	-0.2	0.7	13.8	8.7%	0.1%	-8.6%
CC(C)(C)CC(C)(C)NC(=O)/C=C/C(=O)O	3.4%	-11.9%	2.3%	-0.3	3.3%	-2.7	3.0	45.3	-1.6%	-0.2%	2.2%
CC(=O)Nc1nc2cc([N+](=O)[O-])ccc2s1	0.0%	-9.1%	u	7.6	x	19.7	x	-2.5	x	0.2%	-6.7%
O=C(NC(=S)Nc1ccccn1)c1ccco1	4.0%	-2.8%	u	-4.5	-17.2%	-2.1	0.9	32.9	0.2%	-0.6%	1.1%
O=C(O)CC(CC(=O)Nc1ccc2ccccc2n1)c1ccccc1 (configuration not stated)	4.9%	-3.8%	-0.2%	-3.9	-1.2%	4.8	10.5	-9.9	x	3.1%	4.3%
C=CCC[C@H](Cc1ccc(F)cc1)C(=O)OC[C@@H](NC(=O)[C@@H](CC=C)CC(=O)N[C@H](CO)Cc1ccccc1)C(C)(C)C	-10.4%	-20.2%	u	-3.6	x	5.4	x	-21.7	x	-0.2%	u
O=C(COC(=O)C1CCN(c2ccc(C(F)(F)F)cn2)CC1)c1ccccc1	1.6%	-12.4%	-1.5%	21.3	x	-4.3	x	6.1	x	-0.1%	-2.0%
COc1ccc(C(=S)N2CCN(C)CC2)cc1	-1.3%	4.4%	-9.4%	-1.0	-3.2%	7.1	4.1	-24.1	-0.9%	0.2%	3.8%
COc1cc(CSc2nc(-c3ccccc3)cc(=O)[nH]2)cc(OC)c1	-0.5%	-4.2%	-2.8%	2.4	x	-28.8	0.0	7.2	0.4%	-0.1%	-1.4%
CC(C)(C)NC(=O)CN(C(=O)CN1C(=O)C(=O)c2ccccc21)C(C)(C)C	2.5%	-11.9%	1.0%	1.0	8.7%	-8.9	-1.8	-9.1	-0.4%	0.0%	3.0%
CC(C)[C@H](NC(=O)OCc1ccccc1)C(=O)NC(C=O)Cc1ccccc1 (some centres not stated)	1.0%	13.2%	7.7%	-28.7	x	56.3	x	-21.9	x	0.0%	21.0%

Quoted at random: 3 records from the list.
SMILES	USP2a inh	Eya2 inh	BCR signal inh	Giardia kill	PKM2 act	KCNH2 WT inh	Coupling enz	KCNH2 3.1 inh	GALK inh	B2AR arrestin	uPA generation
COc1ccc(C(=S)N2CCN(C)CC2)cc1	-1.3%	4.4%	-9.4%	-1.0	-3.2%	7.1	4.1	-24.1	-0.9%	0.2%	3.8%
O=C(COC(=O)C1CCN(c2ccc(C(F)(F)F)cn2)CC1)c1ccccc1	1.6%	-12.4%	-1.5%	21.3	x	-4.3	x	6.1	x	-0.1%	-2.0%
O=C(NC(=S)Nc1ccccn1)c1ccco1	4.0%	-2.8%	u	-4.5	-17.2%	-2.1	0.9	32.9	0.2%	-0.6%	1.1%

Additional entries follow.
SMILES	USP2a inh	Eya2 inh	BCR signal inh	Giardia kill	PKM2 act	KCNH2 WT inh	Coupling enz	KCNH2 3.1 inh	GALK inh	B2AR arrestin	uPA generation
COC(=O)c1ccc(NC(=O)CN(Cc2ccc(Cl)cc2)S(C)(=O)=O)cc1	0.5%	9.6%	16.8%	18.9	-3.7%	20.1	1.4	7.4	-0.7%	0.1%	x
Cc1ccc(C2=NNC(=O)C(P(=O)(c3ccccc3)c3ccccc3)C2)cc1 (configuration not stated)	-0.2%	8.5%	6.2%	23.1	x	6.6	-0.3	8.5	-7.6%	-0.2%	21.8%
CCOc1ccc(CCNC(=O)C2CC(=O)N(c3ccccc3OCC)C2)cc1OCC (configuration not stated)	0.5%	6.6%	-13.5%	9.3	x	-12.0	x	4.6	x	-0.4%	-5.1%
CCSc1ncc(/C=N/Nc2ccc([N+](=O)[O-])cc2)n1C	-1.6%	10.7%	5.3%	-8.5	-6.9%	-4.1	0.6	-11.9	-1.8%	-0.2%	4.1%
CCc1cccc(N=c2c([N+](=O)[O-])nn(-c3ccc4c(c3)OCCO4)n2O)c1	6.0%	3.3%	2.0%	u	12.3%	-5.4	-0.1	-10.5	0.7%	0.0%	-9.2%
Cc1ccc(-c2csc(NC(=O)c3ccc([N+](=O)[O-])o3)n2)cc1	2.8%	-11.0%	6.9%	-95.3*	-4.0%	-5.0	2.5	6.3	5.3%	-0.7%	-2.6%
CCN1CCN(c2ncnc3c2nnn3Cc2ccccc2)CC1	-8.1%	-8.5%	-6.6%	-5.9	2.9%	9.1	2.4	13.8	-0.2%	-0.9%	1.1%
Cc1ccc(S(=O)(=O)N(C)C)cc1NS(=O)(=O)c1ccc(Cl)s1	1.9%	5.7%	7.8%	56.0[activator]	-3.1%	2.5	6.1	-29.7	-1.6%	6.1%	1.2%
O=C(/C(C=Nc1ccc(F)cc1)=C(/O)c1ccco1)C(F)(F)F	3.0%	4.8%	u	6.1	-2.5%	-0.9	0.0	-0.6	-0.2%	-0.3%	-5.2%
Cc1cc(=O)oc2cc(OCc3ccc(C(=O)OCC(=O)NC4CCS(=O)(=O)C4)cc3)ccc12 (configuration not stated)	1.5%	13.5%	u	16.4	-5.2%	0.4	4.0	12.1	-2.1%	-0.1%	-0.5%

Screening results deposited in PubChem by National Center for Advancing Translational Sciences (NCATS).
